RAD52 anneal inh: RAD52 DNA annealing inhibitors, primary screen, biochemical, FRET, single point, set 2; recombinant RAD52 DNA annealing, FRET fluorescence; inhibition, % at 18.7 µM; DNA repair protein RAD52 homolog (Homo sapiens), P43351; 360,000 tested, 0.46% active; AID 651710, 2012;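 active = every replicate showing at least 50% inhibition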
E-sel inducer: E-selectin induction in HUVECs, primary screen, imaging, HUVEC, immunofluorescence imaging, single point | P16581 | normalized: neutral wells 0, TNF-alpha wells 100 | activation, % at 7.58 µM | 260,000 tested, 0.37% active | AID 686992, 2013;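 active = mean E-selectin-positive cell signal at least 10% of the positive control, reached in at least 60% of replicates, without over 20% cell loss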;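 note: in these data hits start at about 27%; measured in HUVEC primary endothelial cells; signal is the percent of cells scored E-selectin positive by PE staining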
Target sequence (P16581 whole entry, looked up): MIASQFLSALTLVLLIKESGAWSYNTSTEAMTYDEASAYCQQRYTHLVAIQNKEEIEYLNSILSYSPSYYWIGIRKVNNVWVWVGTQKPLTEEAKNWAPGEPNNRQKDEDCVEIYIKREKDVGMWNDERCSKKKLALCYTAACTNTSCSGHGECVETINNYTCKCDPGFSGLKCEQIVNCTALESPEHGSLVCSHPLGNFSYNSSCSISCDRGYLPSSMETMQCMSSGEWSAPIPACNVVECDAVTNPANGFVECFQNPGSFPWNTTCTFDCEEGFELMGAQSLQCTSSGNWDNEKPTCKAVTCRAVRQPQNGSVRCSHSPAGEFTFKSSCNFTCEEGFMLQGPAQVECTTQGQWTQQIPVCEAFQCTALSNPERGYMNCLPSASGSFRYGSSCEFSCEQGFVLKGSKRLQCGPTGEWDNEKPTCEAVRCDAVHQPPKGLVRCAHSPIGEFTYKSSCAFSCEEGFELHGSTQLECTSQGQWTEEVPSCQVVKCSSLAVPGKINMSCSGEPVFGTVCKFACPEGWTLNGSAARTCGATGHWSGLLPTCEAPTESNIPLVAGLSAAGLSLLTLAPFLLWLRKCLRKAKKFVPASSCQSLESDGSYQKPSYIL
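Read-out basis: % PE-positive cells; Test system: HUVEC primary endothelial cells; Technique: immunofluorescence imaging; Dosing: single-point compound dose.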
RAD54 branch: inhibitors of human RAD54 branch migration, primary screen, biochemical, fluorescence, single point. DNA repair and recombination protein RAD54-like (Homo sapiens), Q92698. RAD54 Holliday junction branch migration, FAM/BHQ fluorescence. inhibition, % at 10.4 µM. 360,000 tested, 0.14% active;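 active = mean normalized replicate activity at least 40 and at least half of replicates scoring 40 or more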;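 note: 0% = median of neutral control wells and 100% = median of positive control wells; inhibitors cause a drop in the FAM fluorescence signal; in these data hits start at about 50%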
INS-1E GSIS act: GLuc luminescence reporter in INS-1E cells, primary screen for activators of glucose-dependent secretion of insulin. activation, % at 16.6 µM. 370,000 tested, 0.61% active. INS-1E GLuc reporter insulin secretion, 2-3 h;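 active = lowest replicate activation of at least 40%, so every replicate reaches that level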;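 note: 0% = median of neutral control wells and 100% = median of IBMX positive control wells; some compounds called inactive have numbers as strong as hits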
F508del corr: F508del CFTR correction, initial screen, CFBE line, single point. CFBE cells, YFP halide quenching; stimulated with forskolin plus potentiator P3; % fluorescence drop versus neutral controls. activity (quench increase), % at 7.58 µM. 350,000 tested, 0.36% active;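 active = mean added fluorescence quench of at least 8% versus neutral control, with both replicates also reaching 8%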;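 note: cells transiently co-express mutant CFTR-F508del with the halide-sensitive YFP; corrector assay measuring rescue of mutant channel to the surface after 24 h compound exposure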
DENV2 CPE rescue: inhibitors of DENV2 cytopathic effect, primary screen, cell-based, plate reader, single concentration. DENV2-infected cells, cytopathic effect rescue. 350,000 tested, 1.7% active. CPE inhibition, % at 9.99 µM; in the data active = CPE inhibition above about 20%, passing the limit was not always enough; tested in BHK-21 cells;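 note: 0% = median of neutral control wells and 100% = median of positive control wells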
CASP6 VEID inh: human caspase-6 inhibitors, primary screen, biochemical, VEID-R110 fluorescence, single point, set 2 | AID 686996, 2013 | inhibition, % at 12.5 µM | P55212 | purified caspase-6, Z-VEID-R110 cleavage fluorescence | 350,000 tested, 0.53% active;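 active = mean inhibition across replicates at least about 35%, with every replicate also reaching that limit, limit read from the data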;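 note: 0% = median of neutral control wells and 100% = no fluorescence left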
Target sequence (P55212 24-179 limits assumed): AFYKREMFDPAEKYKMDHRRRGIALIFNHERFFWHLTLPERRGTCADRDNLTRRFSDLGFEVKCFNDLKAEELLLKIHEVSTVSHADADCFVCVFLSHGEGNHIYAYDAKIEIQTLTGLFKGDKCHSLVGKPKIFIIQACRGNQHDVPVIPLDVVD
Target sequence (P55212 194-293 limits assumed): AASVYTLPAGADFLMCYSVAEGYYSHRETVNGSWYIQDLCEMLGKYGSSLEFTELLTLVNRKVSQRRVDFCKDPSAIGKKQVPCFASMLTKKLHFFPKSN
XiGFP reactiv: activators of inactive X chromosome reactivation, primary screen, imaging, XiGFP fibroblasts, GFP high-content imaging, set 2 | XiGFP mouse fibroblasts, % GFP-positive cells imaging, 3 d; cells co-treated with 5-aza-dC sensitizer; scaled so ellipticine positive control = 100% | activation, % at 7.58 µM | 360,000 tested, 0.055% active | AID 743238, 2013;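 active = mean normalized replicate activation at least 10% and every replicate at or above 10%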;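 note: 0% = median of on-plate neutral control wells and 100% = ellipticine 6 µM median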
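Assay system – SV40-immortalized XiGFP fibroblast cells, line 68-5-11 · Buffer or medium – DMEM supplemented with 5-aza-dC as sensitizing agent · Dosing – one concentration, pinned · Benchmarks – positive control ellipticine, 6 µM final · Times – 3 days compound exposure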
The depositor's hits bear a star.

Start of the data: the first 2 records (preview)
For C[C@@H]1CCCCO[C@@H](CN(C)Cc2ccc(C(F)(F)F)cc2)[C@H](C)CN([C@@H](C)CO)C(=O)c2cc(NC(=O)Nc3ccc(C(F)(F)F)cc3)ccc2O1 the results were E-sel inducer -0.2, RAD54 branch -6, INS-1E GSIS act 23, F508del corr -0.7, DENV2 CPE rescue -16 and XiGFP reactiv 0.0.
`O=C(CNc1cccc2ccccc12)N/N=C/c1cccc(Oc2ccccc2)c1` gave RAD52 anneal inh 3, INS-1E GSIS act 4, F508del corr 1.8, DENV2 CPE rescue -5, CASP6 VEID inh -1 and XiGFP reactiv 0.3.

The whole of this part, previewed entries included:
For C[C@@H]1CCCCO[C@@H](CN(C)Cc2ccc(C(F)(F)F)cc2)[C@H](C)CN([C@@H](C)CO)C(=O)c2cc(NC(=O)Nc3ccc(C(F)(F)F)cc3)ccc2O1 the results were E-sel inducer -0.2, RAD54 branch -6, INS-1E GSIS act 23, F508del corr -0.7, DENV2 CPE rescue -16 and XiGFP reactiv 0.0.
`O=C(CNc1cccc2ccccc12)N/N=C/c1cccc(Oc2ccccc2)c1` gave RAD52 anneal inh 3, INS-1E GSIS act 4, F508del corr 1.8, DENV2 CPE rescue -5, CASP6 VEID inh -1 and XiGFP reactiv 0.3.
For CCNC(=O)CCn1nc(-c2ccc(C)cc2)c2ccccc2c1=O the results were RAD52 anneal inh -13, RAD54 branch -19, INS-1E GSIS act 14, F508del corr 2.7, DENV2 CPE rescue 1, CASP6 VEID inh 0 and XiGFP reactiv 0.0.
Screening CC(C)C#Cc1ccc([C@@H]2[C@@H](CO)N3CCCCN(S(=O)(=O)Cc4ccccc4)C[C@@H]23)cc1 returned RAD52 anneal inh -9, E-sel inducer -0.4, RAD54 branch 0, INS-1E GSIS act -8, F508del corr -0.1, DENV2 CPE rescue 1, CASP6 VEID inh 0 and XiGFP reactiv 0.5.
For COc1ccc(C)cc1S(=O)(=O)N1c2ccc(C)cc2C2CN(C)CCC21 (configuration not stated) the results were RAD52 anneal inh -4, E-sel inducer 1.4, RAD54 branch 4, INS-1E GSIS act -22, F508del corr 0.0, DENV2 CPE rescue 3, CASP6 VEID inh -5 and XiGFP reactiv 0.2.
O=C(Cn1c2c(sc1=O)C1c3ccccc3OCC1CS2)Nc1ccc(Cl)c(Cl)c1 (configuration not stated) was read as RAD52 anneal inh -34, E-sel inducer 0.0, INS-1E GSIS act 21, DENV2 CPE rescue 3, CASP6 VEID inh 0 and XiGFP reactiv -0.1.
COc1ccccc1CNC(=O)COC(=O)Cc1c(Cl)cccc1Cl was read as RAD52 anneal inh -19, RAD54 branch 6, INS-1E GSIS act -6, DENV2 CPE rescue 3, CASP6 VEID inh -2 and XiGFP reactiv 0.1.
For Cc1cccnc1NC(=O)C1CCCN1S(=O)(=O)c1ccc(Cl)cc1 (configuration not stated) the results were RAD52 anneal inh -16, RAD54 branch 8, INS-1E GSIS act 10, F508del corr 0.1, DENV2 CPE rescue -4, CASP6 VEID inh 5 and XiGFP reactiv 0.3.
`O=C(N=C1SC2CS(=O)(=O)CC2N1Cc1ccccc1)c1ccccc1` (configuration not stated) gave RAD52 anneal inh -7, RAD54 branch -2, INS-1E GSIS act 26, F508del corr -0.2, DENV2 CPE rescue 2, CASP6 VEID inh -2 and XiGFP reactiv 0.0.
Screening O=C(NC1CCC(O)CC1)c1ccccc1OCc1ccc(F)cc1 (configuration not stated) returned RAD52 anneal inh -6, RAD54 branch -7, INS-1E GSIS act 15, F508del corr 0.1, DENV2 CPE rescue 0, CASP6 VEID inh 4 and XiGFP reactiv 0.1.
`CNC(=O)C[C@H]1CC[C@H]2[C@@H](COc3ccc(NC(=O)NC(C)C)cc3C(=O)N2C)O1` gave E-sel inducer 0.1, RAD54 branch 4, INS-1E GSIS act 23, F508del corr 0.8, DENV2 CPE rescue 1 and XiGFP reactiv 0.3.
Screening CS(=O)(=O)Nc1ccc2c(c1)[C@@H]1C[C@H](CC(=O)NCc3ccc(-c4ccccc4)cc3)O[C@@H](CO)[C@@H]1O2 returned E-sel inducer -0.2, RAD54 branch -10, INS-1E GSIS act -7, F508del corr -0.4, DENV2 CPE rescue 6 and XiGFP reactiv 0.1.
Screening c1cncc(-c2noc(-c3cccc4ccccc34)n2)c1 returned RAD52 anneal inh 22, RAD54 branch 5, INS-1E GSIS act 7, F508del corr 2.4, DENV2 CPE rescue -11 and CASP6 VEID inh -2.
For COCCC(=O)Nc1c(-c2ccccc2)c2cc(Br)ccc2[nH]c1=O the results were RAD52 anneal inh 4, E-sel inducer 0.0, RAD54 branch -5, INS-1E GSIS act 7, F508del corr -0.4, DENV2 CPE rescue -1, CASP6 VEID inh -1 and XiGFP reactiv 0.3.
Screening Cc1nc(C(=O)Nc2ccccc2)sc1C1(C)CC(c2cccc([N+](=O)[O-])c2)=NO1 (configuration not stated) returned RAD52 anneal inh -11, E-sel inducer 0.0, RAD54 branch -3, INS-1E GSIS act 4, F508del corr 0.7, DENV2 CPE rescue -3, CASP6 VEID inh 1 and XiGFP reactiv -0.6.
`O=C1O[C@@H](c2ccccc2)[C@@H](c2ccccc2)N2[C@@H](c3ccc(OCCO)cc3)[C@]3(C(=O)Nc4ccccc43)[C@@H](C(=O)Nc3nc4ccccc4s3)[C@H]12` gave RAD52 anneal inh 3, F508del corr -3.0, DENV2 CPE rescue -8 and CASP6 VEID inh 1.
`Cn1nc(C(=O)Nc2ccccc2Cl)cc1C(=O)Nc1ccccc1Cl` gave RAD52 anneal inh 1, E-sel inducer 0.3, RAD54 branch 3, F508del corr -6.5, DENV2 CPE rescue 4, CASP6 VEID inh 4 and XiGFP reactiv 0.0.
CN(C)CC#Cc1cccc(-c2nc(C(=O)O)cc3c2[C@@H](CCO)N(S(=O)C(C)(C)C)C3)c1 (some centres not stated) was read as RAD52 anneal inh -29, E-sel inducer -1.8, RAD54 branch -6, INS-1E GSIS act 22, F508del corr -0.1, DENV2 CPE rescue -3, CASP6 VEID inh 8 and XiGFP reactiv 0.2.
CCn1ncc(-c2ccnc3cc(C(=O)O)nn23)c1C was read as RAD52 anneal inh 24, INS-1E GSIS act -11, F508del corr 0.7, CASP6 VEID inh 12 and XiGFP reactiv 0.2.
`C=C[C@H](CC(C)C)N(Cc1ccccc1)S(=O)(=O)N(Cc1ccc(OC)cc1)[C@H](C=C)CC(C)C` gave RAD52 anneal inh -8, E-sel inducer -0.3, RAD54 branch 7, INS-1E GSIS act -4, F508del corr 2.6, DENV2 CPE rescue -4, CASP6 VEID inh -2 and XiGFP reactiv 0.7.
`CC(C)NC(=O)N[C@H]1C=C[C@@H](CC(=O)NCc2ccc(Oc3ccccc3)cc2)O[C@H]1CO` gave RAD52 anneal inh 3, E-sel inducer 0.5, RAD54 branch -3, INS-1E GSIS act -1, F508del corr 0.5, DENV2 CPE rescue 1, CASP6 VEID inh 1 and XiGFP reactiv 0.0.
CC(C)(C)CC(=O)NC(=S)NCc1ccco1 was read as RAD52 anneal inh -3, E-sel inducer 0.3, INS-1E GSIS act -18, F508del corr -1.0, DENV2 CPE rescue -1, CASP6 VEID inh 3 and XiGFP reactiv 0.0.
`CC(=O)NCCNC(=O)Cn1nnc(-c2ccccc2)c1COc1ccc2ccccc2c1` gave RAD52 anneal inh -2, E-sel inducer 0.0, RAD54 branch 4, INS-1E GSIS act -13, F508del corr -3.5, DENV2 CPE rescue 4, CASP6 VEID inh 1 and XiGFP reactiv 0.1.
`O=c1c2cc(O)c(O)cc2oc2cc(O)c(C3OC(CO)C(O)C(O)C3O)c(O)c12` (configuration not stated) gave RAD52 anneal inh 16, RAD54 branch 6, F508del corr 2.5, DENV2 CPE rescue 11 and CASP6 VEID inh -3.
`CC(C)NC(=O)Nc1ccc2c(c1)C(=O)N([C@H](C)CO)C[C@@H](C)[C@@H](CN(C)Cc1ccc(C(=O)O)cc1)OCCCC[C@H](C)O2` gave RAD52 anneal inh -20, E-sel inducer 0.9, RAD54 branch -3, INS-1E GSIS act 45, F508del corr -3.2, DENV2 CPE rescue 39*, CASP6 VEID inh -2 and XiGFP reactiv 0.1.
Screening CCOc1cccc(CNCCO)c1OCc1ccc(Cl)cc1 returned RAD52 anneal inh 1, E-sel inducer -2.2, RAD54 branch 7, INS-1E GSIS act 12, DENV2 CPE rescue 7, CASP6 VEID inh -3 and XiGFP reactiv 2.7.
For CC(C)Cn1c(N)c(C(=O)COC(=O)COc2cccc(C(F)(F)F)c2)c(=O)n(C)c1=O the results were RAD52 anneal inh -1, E-sel inducer -4.1, RAD54 branch 4, INS-1E GSIS act -21, F508del corr -0.2, DENV2 CPE rescue -3, CASP6 VEID inh -1 and XiGFP reactiv 0.3.
CC(C)(C)OC(=O)N(CCc1ccccc1)Cc1ccccc1OCc1ccc(NC(=O)C2CCCC2)cc1 was read as RAD52 anneal inh -8, E-sel inducer -0.1, RAD54 branch -4, INS-1E GSIS act -1, F508del corr -0.1, DENV2 CPE rescue -1, CASP6 VEID inh 0 and XiGFP reactiv 0.5.
S=c1nc(-c2ccccc2Cl)n(Cc2cccnc2)c2c1CCCC2 was read as RAD52 anneal inh -13, INS-1E GSIS act 2, DENV2 CPE rescue -6, CASP6 VEID inh -24 and XiGFP reactiv -0.1.
Screening O=C(NC1CCCC1)[C@H]1[C@H](CO)[C@H]2Cn3c(ccc(C4=CCCCC4)c3=O)[C@@H]1N2CC1CC1 returned RAD52 anneal inh -5, E-sel inducer 0.4, RAD54 branch -7, INS-1E GSIS act -3, F508del corr -0.7, DENV2 CPE rescue 2, CASP6 VEID inh -3 and XiGFP reactiv 0.1.
`O=C(NC1CCCC1)c1ccc(CS(=O)(=O)c2ccc(Br)cc2)o1` gave RAD52 anneal inh -21, E-sel inducer -0.1, RAD54 branch -8, INS-1E GSIS act -1, F508del corr -1.7, CASP6 VEID inh 0 and XiGFP reactiv 0.3.
Screening COCC(=O)N(C)C[C@H]1Oc2cc(-c3cncnc3)ccc2S(=O)(=O)N([C@H](C)CO)C[C@H]1C returned RAD52 anneal inh 0, E-sel inducer -0.3, RAD54 branch -2, INS-1E GSIS act 12, F508del corr 0.8, DENV2 CPE rescue -5, CASP6 VEID inh -1 and XiGFP reactiv -0.8.
Screening CC1(C)OC2CCN3C(C(O)COS3(=O)=O)C2O1 (configuration not stated) returned RAD52 anneal inh -16, RAD54 branch 4, INS-1E GSIS act 11, F508del corr 2.8, DENV2 CPE rescue 131*, CASP6 VEID inh -2 and XiGFP reactiv 0.1.
For CC(C)(C)NC(=O)COC(=O)CCC(=O)c1ccc(Cl)cc1 the results were RAD52 anneal inh -4, INS-1E GSIS act 30, DENV2 CPE rescue 0, CASP6 VEID inh 1 and XiGFP reactiv 0.0.
Screening Cc1ccc(S(=O)(=O)Nc2cccc3c2O[C@@H](CN(C)C(=O)NC2CCCCC2)[C@@H](C)CN([C@H](C)CO)C3=O)cc1 returned RAD52 anneal inh -3, E-sel inducer 0.3, RAD54 branch 3, INS-1E GSIS act -13, F508del corr -4.4, DENV2 CPE rescue 5, CASP6 VEID inh 2 and XiGFP reactiv -0.5.
For O=C(Cn1cnc2ccccc21)Nc1ccc2c(c1)OCCCO2 the results were RAD52 anneal inh -1, RAD54 branch -1, INS-1E GSIS act 16, F508del corr 0.1, DENV2 CPE rescue 2, CASP6 VEID inh 0 and XiGFP reactiv -0.1.

Source: PubChem BioAssay (Broad Institute)
